Screens as filed in PubChem.
esBAF inh = blocks esBAF chromatin remodeling in mouse ES cells. Bmi1-luciferase knock-in reporter, 24 h; 100% = twice the neutral-well signal. reporter increase, % at 12.5 µM. 350,000 tested, 2% active. AID 602393; in the data active means activation above about 40%;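 further: 0% = median of the plate's neutral control wells and 100% = double that signal; a rise in the Bmi1 reporter signal indicates esBAF inhibition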
S100A4 inh HTS = S100A4-myosin IIA interaction inhibition | S100A4/TAMRA-MyoIIA peptide fluorescence polarization | 360,000 tested, 0.14% active | inhibition, % at 10.7 µM;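 active means mean inhibition of at least 70% across replicates, with every replicate also reaching that level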
Target sequence (P26447 whole entry, looked up): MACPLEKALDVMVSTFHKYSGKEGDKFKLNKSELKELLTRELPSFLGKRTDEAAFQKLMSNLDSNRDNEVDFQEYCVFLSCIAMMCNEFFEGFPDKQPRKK
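Compound dosing: one dose per compound; test system: human S100A4 monomer with TAMRA-labelled myosin IIA peptide; probe or stimulus: TAMRA-labelled myosin IIA heavy-chain peptide probe, 5 nM; medium: HEPES buffer with Ca2+, pH 7.2; schedule: 5 min incubation before reading; benchmarks: neutral control DMSO, positive control TFP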
RAD54 inh = RAD54 (human) branch migration inhibition. Q92698. RAD54 Holliday junction branch migration, FAM/BHQ fluorescence. inhibition, % at 10.4 µM. 360,000 tested, 0.14% active;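 active means mean normalized replicate activity at least 40 and at least half of replicates scoring 40 or more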;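 further: 0% = median of neutral control wells and 100% = median of positive control wells; inhibitors cause a drop in the FAM fluorescence signal; in these data hits start at about 50%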
ERAP1 HTS inh = ERAP1 (human) enzyme inhibition; 340,000 tested, 0.15% active; Q9NZ08; inhibition, % at 10.7 µM; AID 652197; recombinant ERAP1, Leu-AMC fluorescence, 60 min;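 active means mean replicate inhibition of at least 30%, or all replicates individually reaching that 30% level; inactive means mean below 30% and not every replicate reaching it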;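 further: 0% = neutral control wells and 100% = L-leucinethiol positive control wells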
Target sequence (Q9NZ08 whole entry, looked up): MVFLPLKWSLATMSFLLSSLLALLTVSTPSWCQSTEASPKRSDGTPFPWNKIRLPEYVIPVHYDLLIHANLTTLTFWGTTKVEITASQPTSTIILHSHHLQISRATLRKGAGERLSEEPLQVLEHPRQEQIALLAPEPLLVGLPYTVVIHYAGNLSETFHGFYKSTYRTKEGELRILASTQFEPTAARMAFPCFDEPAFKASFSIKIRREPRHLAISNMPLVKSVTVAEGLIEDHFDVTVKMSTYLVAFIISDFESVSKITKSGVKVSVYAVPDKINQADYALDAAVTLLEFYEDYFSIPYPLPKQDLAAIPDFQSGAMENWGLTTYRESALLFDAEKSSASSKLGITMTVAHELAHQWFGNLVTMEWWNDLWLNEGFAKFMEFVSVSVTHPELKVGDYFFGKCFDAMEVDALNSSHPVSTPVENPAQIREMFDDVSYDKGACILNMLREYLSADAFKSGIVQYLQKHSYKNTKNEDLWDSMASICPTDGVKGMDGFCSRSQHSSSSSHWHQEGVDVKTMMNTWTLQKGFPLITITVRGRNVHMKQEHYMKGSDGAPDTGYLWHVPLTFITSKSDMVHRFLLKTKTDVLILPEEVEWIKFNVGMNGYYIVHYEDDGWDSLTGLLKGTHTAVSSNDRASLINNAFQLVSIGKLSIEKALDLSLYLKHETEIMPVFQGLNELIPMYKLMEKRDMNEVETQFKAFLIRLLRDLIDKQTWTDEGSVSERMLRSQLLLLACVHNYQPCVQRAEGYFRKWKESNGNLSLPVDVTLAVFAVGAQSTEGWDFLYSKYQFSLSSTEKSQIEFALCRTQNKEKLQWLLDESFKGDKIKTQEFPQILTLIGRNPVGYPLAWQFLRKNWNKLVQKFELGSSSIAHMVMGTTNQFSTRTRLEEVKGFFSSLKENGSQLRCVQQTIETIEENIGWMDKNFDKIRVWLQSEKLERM
XiGFP reactiv = X-chromosome reactivation activator; XiGFP mouse fibroblasts, % GFP-positive cells imaging, 3 d; cells co-treated with 5-aza-dC sensitizer; scaled so ellipticine positive control = 100%; activation, % at 7.58 µM; 360,000 tested, 0.055% active;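 active means mean normalized replicate activation at least 10% and every replicate at or above 10%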;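 further: 0% = median of on-plate neutral control wells and 100% = ellipticine 6 µM median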
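System: XiGFP fibroblasts, SV40-immortalized. Medium: DMEM plus 5-aza-dC sensitizer. Doses: single point. Timing: 3 d treatment, 15 min room-temperature fixation. Control set: ellipticine 6 µM.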
E-sel inducer = induces E-selectin expression in human endothelial cells; activation, % at 7.58 µM; 260,000 tested, 0.37% active; P16581; HUVEC E-selectin immunofluorescence imaging; normalized: neutral wells 0, TNF-alpha wells 100;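 active means mean E-selectin-positive cell signal at least 10% of the positive control, reached in at least 60% of replicates, without over 20% cell loss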;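 further: in these data hits start at about 27%; measured in HUVEC primary endothelial cells; signal is the percent of cells scored E-selectin positive by PE staining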
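Test system: HUVEC | Signal: Immunofluorescence imaging | Read-out: Percent E-selectin-positive cells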
ERp5 inh = blocks human ERp5 reductase activity on insulin. Q15084. inhibition, % at 9.99 µM. AID 651711. ERp5 insulin aggregation, absorbance 650 nm, 90 min. 350,000 tested, 0.05% active;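 active means mean replicate inhibition above about 25%, with every replicate also reaching it, limit read from the data, passing the limit was not always enough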
RAD52 anneal inh = blocks human RAD52 DNA annealing; 360,000 tested, 0.46% active; P43351; recombinant RAD52 DNA annealing, FRET fluorescence; inhibition, % at 18.7 µM;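 active means every replicate showing at least 50% inhibition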
Active calls of the source: *; / = not tested or not shown; & = joins results of further samples.

SMILES	esBAF inh	S100A4 inh HTS	RAD54 inh	ERAP1 HTS inh	XiGFP reactiv	E-sel inducer	ERp5 inh	RAD52 anneal inh
CN1C(=O)c2cc(NC(=O)c3cccc(F)c3)ccc2OC[C@H]2O[C@H](CC(=O)Nc3ccccc3)CC[C@@H]21	1	-7	2	-2	0.1	0.2	5	-6
CCOC(=O)N1CCN(C(=O)C2CCCN(c3ncnc4c3nc3n4CCCCC3)C2)CC1 (configuration not stated)	5	1	2	-1	0.0	0.0	5	1
CCCCc1ccc(NC(=O)c2cnccn2)cc1	-9	-2	4	3	0.0	-0.1	-2	-6
CS(=O)(=O)N1[C@@H]2Cn3c(ccc(-c4ccc(F)cc4)c3=O)[C@H]1[C@@H](C(=O)NCC1CC1)[C@@H]2CO	0	5	-8	1	0.4	-0.1	-4	-6
O=C(O)c1ccc(S(=O)(=O)NCC2CCCCC2)cc1	-1	3	-7	-3	0.0	0.0	-1	-12
COc1ccc(NC(=O)CCC(=O)Nc2ccc3nc(N4CCOCC4)cc(C)c3c2)c(OC)c1	42*	13	6	1	0.0	1.8	-1	1
C=CCn1ncc(OC)c(Cl)c1=O	/	-6	/	2	/	/	-4	-11
O=C(OCCN1C(=O)c2ccccc2C1=O)c1ccccc1	/	-5	/	5	0.0	-0.4	-4	5
CCOc1ccc(N2CC(C(=O)NC3CCCC3)CC2=O)cc1 (configuration not stated)	-7	2	-1	0	0.0	/	3	-10
Cc1ccc(S(=O)(=O)N(C)C[C@H]2Oc3ncc(C#CCC(C)C)cc3C(=O)N([C@H](C)CO)C[C@@H]2C)cc1	-1	-8	0	0	0.5	0.0	0	-6
COc1ccccc1-c1cnc2c(c1)C(=O)N([C@@H](C)CO)C[C@H](C)[C@@H](CN(C)C(=O)CC1CC1)O2	7	7	2	2	0.1	-0.1	5	9
CCCNC(=O)C(Cc1ccc(I)cc1)NC(=O)c1ccc2ccccc2n1 (configuration not stated)	-6	-2	5	-5	0.0	-0.1	6	-44
C[C@H]1CN([C@@H](C)CO)C(=O)c2cc(NS(=O)(=O)c3cccs3)ccc2O[C@@H]1CN(C)Cc1ccc(C(=O)O)cc1	2	-10	2	-2	-1.2	-3.7	-12	8
O=C(c1cn(Cc2ccccc2)nc1-c1ccc(Cl)cc1)N1CCN(c2ccccn2)CC1	-6	4	-5	1	0.0	-2.3	-3	2
COc1ccc2c(C)c(C(=O)N3CCN(Cc4ccccc4)CC3)oc2c1	3	-7	0	1	0.0	-0.1	0	-1
COCC(=O)Nc1ccc2c(c1)C(=O)N(C)C[C@H](OC)[C@H](C)CN(C(=O)C1CCCC1)[C@@H](C)CO2	3	5	-7	-2	0.4	0.3	2	-3
O=C(CN1CCCCCC1)Nc1ccc(S(=O)(=O)N2CCOCC2)cc1	/	8	/	-3	-0.1	/	0	-27
Cc1cc(Br)cn2c(Cc3ccccc3C(F)(F)F)c(-c3cccc(Br)c3)nc12	/	-2	/	/	0.0	1.9	0	-34
O=C(OCc1cn([C@H]2CN(C(=O)C3CCCCC3)[C@@H](c3ccc(Cl)cc3)C[C@@H]2O)nn1)c1ccccc1	2	2	4	-4	0.1	0.7	-1	-7
COc1ccc(CNC(=O)C[C@H]2CC[C@H]3[C@H](COc4ccc(NC(C)=O)cc4C(=O)N3C)O2)cc1	-4	2	-13	-1	0.1	-0.1	0	-2

Overlap with the part before: 6 compounds, followed by the next part.
SMILES	esBAF inh	S100A4 inh HTS	RAD54 inh	ERAP1 HTS inh	XiGFP reactiv	E-sel inducer	ERp5 inh	RAD52 anneal inh
COc1ccc2c(C)c(C(=O)N3CCN(Cc4ccccc4)CC3)oc2c1	3	-7	0	1	0.0	-0.1	0	-1
COCC(=O)Nc1ccc2c(c1)C(=O)N(C)C[C@H](OC)[C@H](C)CN(C(=O)C1CCCC1)[C@@H](C)CO2	3	5	-7	-2	0.4	0.3	2	-3
O=C(CN1CCCCCC1)Nc1ccc(S(=O)(=O)N2CCOCC2)cc1	/	8	/	-3	-0.1	/	0	-27
Cc1cc(Br)cn2c(Cc3ccccc3C(F)(F)F)c(-c3cccc(Br)c3)nc12	/	-2	/	/	0.0	1.9	0	-34
O=C(OCc1cn([C@H]2CN(C(=O)C3CCCCC3)[C@@H](c3ccc(Cl)cc3)C[C@@H]2O)nn1)c1ccccc1	2	2	4	-4	0.1	0.7	-1	-7
COc1ccc(CNC(=O)C[C@H]2CC[C@H]3[C@H](COc4ccc(NC(C)=O)cc4C(=O)N3C)O2)cc1	-4	2	-13	-1	0.1	-0.1	0	-2
CO[C@H]1CC[C@@H]2CCOc3ccc(C#N)cc3C(=O)N(C)C[C@H](OC)[C@@H](C)C(=O)N(C)C[C@@H]1O2	5	-62	-4	-3	-0.1	0.0	-6	-2
Cc1ccc(S(=O)(=O)Nc2ccc3c(c2)C(=O)N([C@@H](C)CO)C[C@H](C)[C@@H](CN(C)C(=O)Nc2ccc(F)cc2)O3)cc1	-3	-70	1	1	0.2	0.0	5	14
Cc1ccc(-c2ccc3c(c2)O[C@H](CN(C)Cc2ccncc2)[C@H](C)CN([C@@H](C)CO)S3(=O)=O)cc1	-5	5	2	-4	0.3	-0.1	3	16
COC(=O)c1sccc1NC(=O)CC1C(=O)NCCN1C(=O)Nc1cc(Cl)ccc1OC (configuration not stated)	/	-2	12	-2	0.0	0.1	-4	-1
CO[C@@H]1CN(C)C(=O)c2cc(NC(C)=O)ccc2OC[C@@H](C)N(S(=O)(=O)c2cn(C)cn2)C[C@@H]1C	-2	-1	6	0	0.2	0.1	7	-12
C[C@@H]1CN([C@@H](C)CO)C(=O)c2cc(NC(=O)Cc3cn(C)c4ccccc34)ccc2O[C@@H]1CN(C)Cc1ccc(C(F)(F)F)cc1	4	2	-2	0	-1.0	/	-3	-2
O=S(=O)(NCc1ccccc1Br)c1ccccc1Br	/	1	3	1	-0.1	0.1	4	-14
O=C(O)c1cc(S(=O)(=O)N(Cc2ccccc2)c2ccccc2)ccc1Cl	-5	-1	-6	4	-0.1	-1.7	1	-10
COc1ccc(N(CC(=O)N2CCc3ccccc3C2)S(C)(=O)=O)cc1	5	-1	-4	0	/	/	2	-11
O=c1oc(-c2ccc(Cl)c(Cl)c2)nn1-c1ccc(C(F)(F)F)cn1	/	-2	-14	-2	0.0	0.1	-2	-8
O=c1cc(CN2CCN(Cc3ccccc3)CC2)c2cc(O)ccc2o1	1	-17	4	-9	0.2	0.1	-3	-2
Cc1ccccc1N(CC(=O)NCC1CCCO1)C(=O)CCC(=O)Nc1nccs1 (configuration not stated)	-1	-3	2	-1	0.4	0.0	1	-9
COc1cccc(NC(=O)c2cccc(NC(=O)c3ccco3)c2)c1	3	2	4	1	0.3	1.6	-5	-18
CNc1nc(N)c([N+](=O)[O-])c(NC2CCCCC2)n1	2	-1	-3	-2	0.0	-0.1	3	2
COc1cccc(CNc2ccc([N+](=O)[O-])c(NCC(=O)O)n2)c1	-5	0	-1	-8	0.1	/	1	-1
Cc1ccc(-c2csc(C(O)c3cccc(Cl)c3)n2)cc1C (configuration not stated)	-5	2	-3	0	0.0	0.0	0	-10
COC(=O)C1=CN(c2ccc(F)cc2)C=C(C(=O)OC)C1c1ccc(O)cc1	11	6	0	-50	0.0	/	1	-7
Oc1cccc2c(-c3nn[nH]n3)ccnc12	1	1	-3	/	0.0	-0.1	0	-8
COc1ccc(-c2cnc3c(c2)C(=O)N([C@H](C)CO)C[C@H](C)[C@H](CN(C)C(=O)NC2CCCCC2)O3)cc1	-8	-2	0	7	-0.5	0.0	-14	-13
O=c1ncn(C2CCCCC2)c(=O)[nH]1	3	-20	4	-6	0.0	-0.2	-1	-10

Complete entries, looked up by structure.
Listed for `O=c1ncn(C2CCCCC2)c(=O)[nH]1` → esBAF inh = 3; S100A4 inh HTS = -20; RAD54 inh = 4; ERAP1 HTS inh = -6; XiGFP reactiv = 0.0; E-sel inducer = -0.2; ERp5 inh = -1; RAD52 anneal inh = -10
Listed for `O=c1cc(CN2CCN(Cc3ccccc3)CC2)c2cc(O)ccc2o1` → esBAF inh = 1; S100A4 inh HTS = -17; RAD54 inh = 4; ERAP1 HTS inh = -9; XiGFP reactiv = 0.2; E-sel inducer = 0.1; ERp5 inh = -3; RAD52 anneal inh = -2

Remaining list, next part
SMILES	esBAF inh	S100A4 inh HTS	RAD54 inh	ERAP1 HTS inh	XiGFP reactiv	E-sel inducer	ERp5 inh	RAD52 anneal inh
CN1CCN(NS(=O)(=O)c2ccc(Cl)cc2)CC1	-3	-1	-4	2	0.1	-0.2	6	-15
COc1ccc(-c2cn3cccnc3n2)cc1NC(=O)c1cc(OC)c(OC)c(OC)c1	/	-5	/	4	0.0	1.5	1	-27
O=C(NCc1nc(-c2ccccc2)no1)c1cccs1	-3	-2	4	0	/	/	-1	-4
CCOc1c([N+](=O)[O-])cc2c(C)c(C(=O)N3CCN(C)CC3)oc2c1OCC	2	1	-4	4	0.3	/	3	2
CCCNC(=O)C1(C)CCN(C(=O)c2cccc(OC(F)(F)F)c2)C1 (configuration not stated)	2	-3	1	-3	0.1	0.4	2	-6
Cc1cccc(OCC(=O)OCC(=O)Nc2ccc(Cl)cn2)c1	-3	-3	13	-2	0.1	-0.6	-1	-19
CS(=O)(=O)N1CC(=O)N2[C@H](C1)[C@H](c1ccc(C#Cc3ccc(F)cc3)cc1)[C@@H]2CO	/	8	/	1	0.0	0.2	-5	-12
O=S(=O)(NCC[C@@H]1CC[C@@H](NS(=O)(=O)c2ccccc2Cl)[C@H](CO)O1)c1ccc(Cl)cc1	4	-6	4	2	-0.3	-0.4	2	2
CC1CCc2nn(CC(=O)N3CCc4ccccc43)cc2C1 (configuration not stated)	15	-1	1	/	0.3	-0.1	-2	-10
Cc1cc(Cl)ccc1OCC(=O)OCC(=O)Nc1cccnc1Cl	-5	0	1	2	-0.2	/	-10	-16
CCc1ccc2nc(Nc3nc(COC)cc(=O)[nH]3)nc(C)c2c1	/	-1	/	-3	/	/	0	-8
COc1ccc(NC(=O)N(C)C[C@@H]2OCc3cnnn3CCCC(=O)N([C@@H](C)CO)C[C@H]2C)cc1	0&-2	1&-7	3&2	14&0	0.0&0.1	-0.1	4&-7	0&-3
CC1(Oc2cnc(Cl)c3ccccc23)CCN(Cc2ccc(OC(F)(F)F)cc2)C1 (configuration not stated)	-2	-9	-2	1	0.0	-0.1	4	-50
C[C@@H]1CCCCO[C@H](CN(C)Cc2ccc(C(F)(F)F)cc2)[C@@H](C)CN([C@H](C)CO)C(=O)c2cc(NS(=O)(=O)c3ccc(Cl)cc3)ccc2O1	-5	-27	-13	4	-0.2	0.1	-4	-29
C[C@@H]1CCCCO[C@H](CN(C)C(=O)CCC(F)(F)F)[C@@H](C)CN([C@H](C)CO)C(=O)c2cc(NS(=O)(=O)c3ccc(Cl)cc3)ccc2O1	-5	1	1	2	0.1	-0.2	4	10
O=C(COC(=O)c1cnc(Cl)c(Cl)c1)c1ccc(F)cc1	3	-5	19	3	0.1	-0.4	4	-15
CN(C)c1cc[n+](CC(=O)Nc2ccc(Cl)c([N+](=O)[O-])c2)cc1	-2	-3	9	3	0.0	/	2	-8

Random draw from the library; any-hit rate near 2.5%.
